# Source: PubChem BioAssay (several laboratories)
# hcDAF12 agonist: H. contortus DAF-12 nuclear receptor activators, primary screen, cell-based, luminescence, HEK293, lit1-tk-luc reporter | activation, % at 6.8 µM | 370,000 tested, 1.4% active | HEK293 hcDAF-12 lit1-tk-luc reporter; 0% DMSO, 100% Δ7-dafachronic acid;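 active means activation above the mean of all tested compounds plus 3 SD, cut at about 5.5% in these data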;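 further: 100% = response to 3 µM Δ7-dafachronic acid high control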
# hgDAF12 agonist: H. glycines DAF-12 receptor agonists, primary screen, cell-based, luminescence, HEK293, GAL4 fusion, UAS-luciferase; Nuclear hormone receptor DAF-12 (Heterodera glycines), GAL4 fusion; HEK293 GAL4-hgDAF12 UAS-luciferase reporter, agonist luminescence; normalized to butyrate control; activation, % at 6.8 µM; 370,000 tested, 1.8% active; AID 687014, 2013;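 active means activation above a cutoff set at the mean of all screened compounds plus 3 SD, cut at about 10% in these data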;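 further: 0% = DMSO wells and 100% = sodium butyrate wells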
# proKLK7 act: proKLK7 zymogen activators, primary screen, biochemical, fluorescence intensity. purified proKLK7, EDANS-DABCYL substrate fluorescence; 100% is mature enzyme control, 0% vehicle. Kallikrein-7 (Homo sapiens), P49862. 370,000 tested, 0.9% active. activation, % at 7 µM;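 active means activation above the mean of all tested compounds plus 3 SD, computed per campaign excluding outliers beyond control limits, cut at about 13% in these data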
# Target sequence (P49862 whole entry, looked up): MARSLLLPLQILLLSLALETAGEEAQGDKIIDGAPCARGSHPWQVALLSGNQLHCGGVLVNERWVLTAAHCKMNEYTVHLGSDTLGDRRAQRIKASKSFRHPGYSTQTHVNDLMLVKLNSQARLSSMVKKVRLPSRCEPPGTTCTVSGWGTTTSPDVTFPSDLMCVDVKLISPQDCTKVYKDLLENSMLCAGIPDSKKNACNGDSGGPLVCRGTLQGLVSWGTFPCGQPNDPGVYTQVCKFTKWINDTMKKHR
# NPR2 activator: human GC-B receptor activators, primary screen, HEK293 GC-B cells, cGMP TR-FRET, EC30 CNP; Atrial natriuretic peptide receptor 2 (Homo sapiens), P20594; 0% at EC30 CNP, 100% saturating CNP; activation, % at 10 µM; 370,000 tested, 0.11% active; AID 1920062, 2024;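 active means activation at 10 µM reaching about 35% in either raw or pattern-adjusted values, limit read from the data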
# DAX1 inh-1: DAX1 (NR0B1) inhibitors on StAR promoter, primary screen, cell-based, luminescence, SF-1 (NR5A1), full-length DAX-1 | AID 652010, 2013 | HEK293T StAR-luciferase reporter, SF-1/DAX-1 repression relief | 370,000 tested, 1.1% active | inhibition, % at 6.8 µM;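 active means inhibition above the mean over all tested compounds plus 3 SD, cut at about 3.6% in these data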;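 further: 0% = DAX-1 cells with DMSO and 100% = cells lacking DAX-1 with DMSO; higher inhibition means more luminescence from relief of DAX-1 repression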
# ssDAF-12 act: S. stercoralis DAF-12 nuclear receptor activators, primary screen, cell-based, luminescence, HEK293, GRIP1 co-expression, lit1-tk-luc | Nuclear hormone receptor DAF-12 (Strongyloides stercoralis) | HEK293 ssDAF-12/GRIP1 lit1-tk-luc reporter; % of 3 µM dafachronic acid response | activation, % at 6.8 µM | 370,000 tested, 1% active | AID 652126, 2013;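 active means activation above the mean over all tested compounds plus 3 SD, cut at about 0.9% in these data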;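 further: 0% = DMSO-only wells and 100% = 3 µM delta7-dafachronic acid wells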
# GAA850 FXN act: FXN promoter activators, primary screen, cell-based, luciferase luminescence, HEK293 lucGAA850; activation, % at 6 µM; HEK293 lucGAA850 FXN promoter luciferase reporter, 24 h; percent of 10 µM SAHA response; 360,000 tested, 0.56% active;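 active means activation above the average of all compounds screened plus 3 SD, cutoff fixed separately per campaign, cut at about 7.5% in these data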;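 further: 0% = DMSO wells and 100% = 10 µM SAHA wells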
# GC-A act: GC-A stimulated cGMP production enhancers – HEK293 GC-A cells, cGMP TR-FRET, EC30 ANP, primary screen; AID 1671463, 2021; 370,000 tested, 0.14% active; 0% at EC30 ANP, 100% saturating ANP; activation, % at 10 µM; in the data active means activation above about 40%
# SMARCA2 act: SMARCA2 (BRM) function activators, primary screen, cell-based, luminescence, high throughput; MG213 cells, MMTV-luciferase reporter, dexamethasone, overnight; AID 652017, 2013; 370,000 tested, 1% active; activation, % at 9.1 µM; in the data active means activation above about 7.8%;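 further: 0% = vehicle wells and 100% = reference activator wells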
# DAX1 inh-2: DAX1 (NR0B1) inhibitors, primary screen, cell-based, HEK293, Gal4-DAX1, luciferase luminescence; Nuclear receptor subfamily 0 group B member 1 (Homo sapiens), P51843; HEK293 Gal4-DAX1 luciferase reporter; inhibition, % at 6.75 µM; 340,000 tested, 0.99% active; AID 504766, 2011;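 active means inhibition above the mean over all tested compounds plus 3 SD, cut at about 4.2% in these data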;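 further: 0% = DAX1-transfected cells with DMSO and 100% = empty-vector control cells with DMSO; inhibition shows as a rise in luminescence from relieved DAX1 repression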
# Target sequence (P51843 207-470 limits assumed): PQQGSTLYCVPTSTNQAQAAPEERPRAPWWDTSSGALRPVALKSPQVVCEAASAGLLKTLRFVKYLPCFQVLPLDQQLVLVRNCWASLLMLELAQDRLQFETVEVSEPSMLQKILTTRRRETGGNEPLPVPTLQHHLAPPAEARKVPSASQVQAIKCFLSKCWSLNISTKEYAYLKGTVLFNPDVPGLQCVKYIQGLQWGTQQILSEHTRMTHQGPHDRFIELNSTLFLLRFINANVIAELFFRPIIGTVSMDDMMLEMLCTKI
# sPLA2-III inh: human group III sPLA2 inhibitors, primary screen, biochemical, QFRET, BODIPY PC-A2 liposome substrate; QFRET BODIPY PC-A2 liposome hydrolysis, fluorescence; inhibition, % at 12.2 µM; 370,000 tested, 0.56% active;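 active means inhibition above mean plus 3 SD of compounds lying within the high and low control bounds, cut at about 19% in these data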;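 further: 0% = median of test compound wells and 100% = no enzyme DMSO wells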
# Target sequence (Q9NZ20 whole entry, looked up): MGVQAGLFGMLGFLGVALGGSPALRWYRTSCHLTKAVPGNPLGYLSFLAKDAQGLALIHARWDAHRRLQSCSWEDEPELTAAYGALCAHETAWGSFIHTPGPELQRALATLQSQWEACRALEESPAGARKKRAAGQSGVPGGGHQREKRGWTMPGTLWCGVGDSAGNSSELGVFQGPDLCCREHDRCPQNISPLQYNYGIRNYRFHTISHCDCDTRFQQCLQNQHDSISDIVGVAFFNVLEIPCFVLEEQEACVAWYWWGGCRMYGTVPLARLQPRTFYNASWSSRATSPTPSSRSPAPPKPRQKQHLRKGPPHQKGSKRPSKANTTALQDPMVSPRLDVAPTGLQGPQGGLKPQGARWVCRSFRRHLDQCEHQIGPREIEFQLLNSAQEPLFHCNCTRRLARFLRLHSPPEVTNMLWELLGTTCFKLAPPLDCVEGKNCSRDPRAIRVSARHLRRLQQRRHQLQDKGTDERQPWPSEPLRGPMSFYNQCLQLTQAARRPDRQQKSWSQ
# Starred values were filed as active, the others as inactive; · = not tested or not shown. Some of the compounds tested; rates above refer to the full screens.
Compound,DAX1 inh-1,hgDAF12 agonist,GAA850 FXN act,ssDAF-12 act,GC-A act,hcDAF12 agonist,proKLK7 act,SMARCA2 act,NPR2 activator,DAX1 inh-2,sPLA2-III inh
CC1=C(C(=O)N2CCC3(CC2)OCCO3)C2(CCC(C)CC2)OC1=O (configuration not stated),0.0,-0.8,-2.1,-1.3,0,-1.4,0.7,4,5,0.7,4
CCC(N)Cc1c[nH]c2ccccc12 (configuration not stated),-0.2,-0.5,-1.3,0.3,2,7.2*,0.1,-3,0,0.0,14
CCCCn1nnnc1C(c1ccnc2ccccc12)N1CCC2(CC1)C(=O)NCN2c1ccccc1 (configuration not stated),2.1,-0.1,·,-0.7,-4,-0.2,1.1,3,-4,·,3
O=C1NC(=O)C2(Cc3cc([N+](=O)[O-])ccc3N3CCN(C(=O)c4ccccc4)CC32)C(=O)N1 (configuration not stated),-0.2,-0.5,-0.2,-1.1,4,0.7,0.4,-2,4,0.1,2
Cc1cc(OC(C)C(=O)NCc2cccnc2)c2c3c(c(=O)oc2c1)CCC3 (configuration not stated),-0.8,0.9,-2.3,-0.6,-6,-2.1,1.1,-2,-4,0.1,6
NC(=O)Nc1ccc(C(=O)OCC(=O)Nc2ccc(Cl)cc2C(=O)c2ccccc2)cc1,-0.5,0.3,4.8,-0.8,1,-0.1,-0.8,-3,-4,-0.2,-5
CC(CN1CCOCC1)OC(=O)Cc1ccccc1 (configuration not stated),0.6,1.0,2.4,0.9,6,-1.9,0.1,0,-2,0.1,0
CCOC(=O)CNC(=O)N1Cc2cc(-c3ccc(OC)cc3)ccc2-n2nncc2C1,0.9,3.6,·,-1.0,5,-0.2,2.1,2,-1,·,2
C=C1N2CCC(CC2)C1(O)c1ccc(C)c(C)c1 (configuration not stated),0.3,-0.7,2.7,-1.1,0,-1.2,-0.1,5,5,-1.1,2
COC(=O)C1=C(c2c(C)noc2C)C[C@@H]2CC[C@H]1N2C(=O)N1CCC(O)CC1,-0.2,2.0,0.4,-1.3,-1,0.0,0.1,0,-1,1.2,9
N[C@@H](Cc1c[nH]c2ccccc12)c1nnc(SCc2ccccc2F)o1,0.0,-0.8,-1.9,-1.3,1,-0.4,2.0,-2,-7,0.0,-11
O=P(Nc1cccc(Cl)c1)(Oc1ccccc1)Oc1ccccc1,-1.1,9.6,-1.9,-2.6,-15,-2.1,0.2,-3,-6,0.8,-21
O=C1NC(=O)N(c2ccc(F)cc2)C(=O)/C1=C/c1ccc(N2CCOCC2)cc1,0.5,2.1,0.5,-1.3,8,2.0,0.4,-2,6,-0.9,-5
Cc1ccc(-c2nc3ccccc3c(=O)n2-c2ccccn2)cc1,-0.7,-0.5,1.4,-1.4,-4,0.2,-0.7,-2,0,-0.4,11
CCn1c(C)cc(/C=C2\C(=O)NC(=O)N(c3ccccc3C)C2=O)c1C,-0.7,-1.6,1.4,-0.8,2,-0.4,0.1,-2,-2,0.8,-3
Cc1nc2c(-c3ccccc3)c(C)nn2c(C)c1CCC(=O)N1CCC2(CC1)OCCO2,0.5,-1.3,2.1,-1.0,-4,-1.8,0.0,-3,-3,-2.2,-2
Clc1ccccc1C1=NCc2nncn2-c2sc(Br)cc21,-0.5,-1.8,0.6,-0.1,4,-0.5,-0.5,-1,-1,·,3
COc1cc2c(cc1OC)C(C1c3cc4c(cc3CCN1C)OCO4)OC2=O (configuration not stated),-0.5,-2.5,1.4,-1.3,-36,-1.3,-0.1,2,-15,1.1,-4
Cc1ccc(-n2c(O)c(C=NCCC3=CCCCC3)c(=O)[nH]c2=O)cc1,-0.4,-4.2,-0.4,-1.8,-6,-0.6,-0.1,-4,-6,0.9,2
COC(=O)C1=C(c2c(C)noc2C)C[C@@H]2CC[C@H]1N2C(=O)N1CCC(C)CC1,-0.3,0.4,-2.6,-1.2,2,-1.1,0.8,-1,3,0.7,1
Cc1nc(C)c(C(=O)NN=Cc2ccc(N(CCCl)CCCl)cc2)s1,-1.8,-3.9,-2.2,-1.2,4,-1.3,2.5,4,-2,-1.3,0
CC(C)(C)c1cc(O)ccc1O,-0.6,-3.3,·,-0.6,11,-0.8,-0.3,-4,9,·,8
O=C(NCCN1CCCCC1)c1ccc(Cl)nc1Cl,0.0,-2.4,0.9,-1.2,2,-0.3,-0.1,3,-2,0.0,0
C=CCOc1ccc(CC2C(=O)N(C)C(=O)N(C)C2=O)cc1,-0.8,-0.5,-0.8,-0.6,0,-1.1,-0.5,-3,0,0.9,-6
Cc1c(C(=O)Nc2ccccc2)cc(-c2ccccc2)n1CCCN1CCOCC1,-0.5,0.0,0.2,-1.8,-1,-1.8,0.2,5,-1,·,-12
COc1cc2c(C(=O)O)c(C)n(C)c2cc1Br,0.2,0.8,-0.2,-1.4,-4,-1.9,-0.3,4,-7,0.5,1
Cc1noc(C)c1CSCC(=O)Nc1ccc(C#N)c(Cl)c1,0.0,-1.9,-1.3,-0.9,-4,-1.1,-0.1,0,-2,0.5,-6
Cc1ccc(C2=NN(CCC(=O)N3CCC4(CC3)OCCO4)C(=O)CC2)cc1,-0.1,-2.8,1.2,-1.7,3,-1.4,0.6,4,4,0.7,3
Clc1ccccc1CN1CCNCC1,0.0,-0.7,-0.2,-1.1,0,-0.9,0.0,-2,1,1.4,4
C#CC[N+]1(C)[C@@H]2CC(OC(=O)C(CO)c3ccccc3)C[C@H]1C(O)C2 (some centres not stated),-0.2,2.5,0.9,-1.5,7,1.1,0.0,-1,8,-0.4,1
CN=C(SCC(=O)c1cccc(Cl)c1)c1c(O)n(C)c(=O)n(C)c1=O,0.1,-2.0,2.3,-1.9,-2,-2.8,0.2,-4,1,-0.3,-5
COc1ccc(OC(=O)N(C)C[C@@H]2OCc3ccccc3-c3c(n(C)c4ccccc34)C(=O)N([C@H](C)CO)C[C@@H]2C)cc1,-0.3,-0.5,12*,-0.3,-3,3.6,0.6,-4,-2,0.2,-20
CCOC(=O)C(=O)NC1CCSC1=O (configuration not stated),0.7,-2.2,0.8,-1.7,-3,-2.8,-0.1,-1,2,1.7,2
Nc1ccc(Cc2ccc(N)c(Cl)c2)cc1Cl,-0.9,-0.4,-1.6,-1.2,1,2.8,0.0,2,-1,2.8,-9
COC1=CC(=O)[C@]2(C=C1OC)OC[C@@H]1Oc3c(ccc4c3C=CC(C)(C)O4)C(=O)[C@@H]12,-2.4,-8.8,·,-2.2,3,-4.2,1.1,-3,7,·,-18
CCn1ccnc1CN1CCCC(C(=O)c2cc(Cl)ccc2OC)C1 (configuration not stated),-1.2,-2.4,1.2,-0.9,-4,-1.0,1.1,-4,-1,-1.0,5
O=c1[nH]c(=O)n(Cc2ccc(F)cc2)c(O)c1/C=N/Nc1ccccc1,-0.3,-0.9,-0.8,-0.4,-2,-0.7,-0.4,-3,3,0.9,-10
COC(=O)c1cccc(NC(=O)N2C[C@H]3C[C@@H](C2)c2cccc(=O)n2C3)c1,1.2,1.9,-1.7,-1.0,5,-1.6,0.1,2,2,1.3,-2
Cc1ccc(Cn2cc(C=O)c(-c3ccc(F)cc3)n2)cc1,-0.5,1.4,2.6,-1.0,3,-0.6,-0.1,0,1,-0.1,9
COc1ccccc1N1C(=O)NC(=O)C2(Cc3cc(C)ccc3N(C)C2)C1=O (configuration not stated),-0.2,-0.3,1.0,-0.8,-7,2.3,-0.1,-1,0,0.3,-4
CN(C)CC#CCOCCOCCC#N,0.3,-0.9,-2.0,-1.0,2,-1.8,-0.6,-2,5,3.4,4
COC(=O)C1=C(c2ccc(F)cc2OCc2ccccc2)C[C@@H]2CC[C@H]1N2C(=O)NCc1ccc(F)cc1,-0.3,-1.6,-3.6,-1.8,-7,-2.4,0.3,-1,-1,0.6,-10
O=c1[nH]c(=O)n(Cc2ccccc2)c(O)c1/C=N/NCCO,-0.5,3.4,0.9,-1.5,0,-2.8,-0.8,-2,2,·,5
CC1(C)C(c2ccccc2)=NC(c2cccnc2)N1O (configuration not stated),-0.3,0.6,-2.5,-0.7,1,0.6,0.0,2,4,-0.5,2
C/C(CCc1c[nH]c2ccccc12)=N\O,-0.8,3.9,0.7,-1.5,0,0.2,-0.8,-1,-4,0.2,0
Cc1ccccc1CC(=O)N(CCN(C)C)CC1CCCN(Cc2ccccc2F)C1 (configuration not stated),0.7,1.3,-2.1,-0.4,-2,-1.5,-0.5,-1,1,2.3,-23
CC(C)CN1CCN(Cc2ccccc2C(F)(F)F)CC1CCO (configuration not stated),-0.3,4.6,1.6,-0.5,-1,3.0,0.0,3,-3,1.6,1
COc1ccc(S(=O)(=O)N2Cc3ccccc3-n3nncc3C2)cc1,-1.1,2.1,-1.9,-1.1,-3,-1.5,-0.3,-7,-2,-0.6,2
FC(F)(F)c1ccc2c(c1)N(CCCN1CCN(CCCl)CC1)c1ccccc1S2,-0.5,1.7,1.2,-1.2,-11,-0.3,0.6,-3,-6,-0.1,-11
CC(=O)NCC(=O)Nc1ccc(Br)cc1C(=O)c1ccccc1,-0.2,1.8,-0.7,-1.4,-4,1.1,0.4,-5,2,2.9,-2

# Following part
Compound,DAX1 inh-1,hgDAF12 agonist,GAA850 FXN act,ssDAF-12 act,GC-A act,hcDAF12 agonist,proKLK7 act,SMARCA2 act,NPR2 activator,DAX1 inh-2,sPLA2-III inh
Cn1c(O)c(C2=NN(C(=O)CCl)C(c3ccccc3)C2)c(=O)n(C)c1=O (configuration not stated),0.3,-0.1,0.9,-1.2,3,-0.6,-0.7,0,4,2.2,-5
C=CCn1c(O)c(C(C)=NCCN2CCCCC2)c(=O)[nH]c1=O,0.0,1.0,1.4,-1.5,5,-0.5,0.0,-3,3,0.9,-1
COP(=O)(NC(C)=O)SC (configuration not stated),0.3,-1.7,-1.1,-1.0,2,1.2,-0.6,-4,3,-1.6,7
COc1ccc(C(CNC(=O)CCc2ccsc2)N(C)C)cc1 (configuration not stated),0.1,1.1,0.5,-0.2,0,-1.1,-0.1,1,-3,-0.4,0
